PGC1a acetyl inh: inhibitors of PGC1a acetylation signal, primary screen, cell-based, U2OS, AlphaScreen, inhibitor mode; AlphaScreen anti-acetyl-lysine; with virally co-expressed GCN5 acetyltransferase; inhibition, % at 15.6 µM; 0.17% of 350,000 active;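 active = every replicate shows inhibition of at least 40%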;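 also: 0% = neutral control wells and 100% = positive control wells; some results beyond the cut were filed as inactive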
EWS-Fli inh: EWS/Fli-driven NR0B1 reporter inhibitors, primary screen, A673 cells, NR0B1 luciferase, luminescence, MLPCN library; viability-normalised; inhibition, % at 12.6 µM; 0.67% of 350,000 active;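 active = mean inhibition of at least 50% after viability correction, with every replicate also passing that limit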;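 also: firefly luciferase signal divided by Alamar Blue viability fluorescence both relative to DMSO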
PAX8 inh HTS: inhibitors of PAX8-driven TPO luciferase reporter, primary screen, RMG-I cells, single concentration. SteadyGlo, 24 h. inhibition, % at 12.6 µM. 1.2% of 360,000 active;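 active = mean replicate inhibition at least 60% with every replicate also reaching 60%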;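 also: luciferase light reporting Pax8 driven TPO promoter activity; plate controls were median of neutral control wells for no effect and mitoxantrone controls for full effect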
S100A4 MyoIIA: inhibitors of S100A4-myosin IIA peptide binding, primary screen, biochemical, fluorescence polarization, TAMRA-MyoIIA peptide | inhibition, % at 10.7 µM | 0.14% of 360,000 active;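 active = mean inhibition of at least 70% across replicates, with every replicate also reaching that level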
Target sequence (P26447 whole entry, looked up): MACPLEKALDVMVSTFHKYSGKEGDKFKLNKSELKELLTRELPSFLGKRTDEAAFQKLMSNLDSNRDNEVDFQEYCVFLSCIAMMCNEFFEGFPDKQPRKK
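Material: S100A4 monomer protein / Buffer or medium: 50 mM HEPES pH 7.2, 10 mM CaCl2, 100 mM KCl / Times: 5 min incubation before reading / Benchmarks: neutral control DMSO, positive control TFP / Reagent: labelled myosin peptide probe, 5 nM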
LGR2 antag: inhibitors of bursicon-induced LGR2 CRE-luciferase signal, primary screen, cell-based, HEK293, CRE-luciferase reporter, bursicon stimulation. 0.35% of 380,000 active. bursicon-stimulated, 4 h. inhibition, % at 9.99 µM;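 active = drop in luminescence signal, shown as inhibition above about 50% in the replicate tests, limit read from the data, passing the limit was not always enough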;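 also: agonist challenge used bursicon conditioned medium at about half maximal strength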
FN deposition inh: inhibitors of fibronectin matrix deposition, primary screen, AH1F cells, Alexa488-fibronectin fluorescence, plate reader; AH1F fibroblasts, overnight; inhibition, % at 12.6 µM; 0.086% of 350,000 active;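 active = mean inhibition across replicates of 30% or more, regardless of how many single replicates reach that level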;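 also: positive control wells lacked labelled fibronectin entirely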
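Assay system: AH1F fibroblasts / Quantity: 10000 cells per well / Medium: DMEM plus 2% serum, read in PBS / Reagent: labelled fibronectin 24 nM / Dosing: single dose, pinned / Times: 1 h cell attachment, overnight exposure to compound and label / Signal: fluorescence, ex 485 nm, em 525 nm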
ERAP1 inh: human ERAP1 aminopeptidase inhibitors, primary screen, biochemical, single point, plate reader. recombinant ERAP1, Leu-AMC fluorescence, 60 min. inhibition, % at 10.7 µM. 0.15% of 340,000 active. AID 652197, 2013;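 active = mean replicate inhibition of at least 30%, or all replicates individually reaching that 30% level; inactive = mean below 30% and not every replicate reaching it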;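 also: 0% = neutral control wells and 100% = L-leucinethiol positive control wells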
Target sequence (Q9NZ08 whole entry, looked up): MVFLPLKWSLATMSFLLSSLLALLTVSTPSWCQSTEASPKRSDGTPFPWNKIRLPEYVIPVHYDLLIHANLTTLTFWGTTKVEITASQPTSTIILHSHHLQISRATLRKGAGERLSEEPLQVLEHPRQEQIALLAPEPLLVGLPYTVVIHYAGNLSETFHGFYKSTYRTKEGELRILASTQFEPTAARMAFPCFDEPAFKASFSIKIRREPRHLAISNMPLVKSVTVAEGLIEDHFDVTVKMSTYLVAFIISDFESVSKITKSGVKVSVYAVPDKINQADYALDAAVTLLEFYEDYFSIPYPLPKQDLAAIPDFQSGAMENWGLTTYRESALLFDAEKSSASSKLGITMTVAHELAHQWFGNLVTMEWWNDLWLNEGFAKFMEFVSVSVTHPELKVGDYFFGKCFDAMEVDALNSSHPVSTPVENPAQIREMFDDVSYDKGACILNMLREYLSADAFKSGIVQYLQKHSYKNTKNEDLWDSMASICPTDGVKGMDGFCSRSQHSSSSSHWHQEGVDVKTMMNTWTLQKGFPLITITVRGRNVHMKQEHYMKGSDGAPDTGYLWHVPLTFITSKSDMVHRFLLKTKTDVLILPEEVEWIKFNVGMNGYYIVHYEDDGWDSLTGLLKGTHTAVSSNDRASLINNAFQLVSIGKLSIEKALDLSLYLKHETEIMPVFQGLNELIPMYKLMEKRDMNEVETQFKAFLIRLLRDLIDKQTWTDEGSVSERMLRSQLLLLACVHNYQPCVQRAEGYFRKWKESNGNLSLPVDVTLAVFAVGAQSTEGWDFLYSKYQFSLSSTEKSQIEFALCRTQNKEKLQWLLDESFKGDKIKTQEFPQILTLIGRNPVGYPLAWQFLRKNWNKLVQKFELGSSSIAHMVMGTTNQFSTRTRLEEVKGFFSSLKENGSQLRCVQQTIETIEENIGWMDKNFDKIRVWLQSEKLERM
PglD DTNB: C. jejuni PglD acetyltransferase inhibitors, primary screen, biochemical, DTNB colorimetric, single point | purified PglD enzyme, DTNB colorimetric CoA detection | inhibition, % at 12.5 µM | 0.098% of 360,000 active | AID 602405, 2012 | UDP-N-acetylbacillosamine N-acetyltransferase PglD (Campylobacter jejuni); in the data active = inhibition above about 16%, passing the limit was not always enough; also: strong numbers were not always called active
An asterisk follows results filed as active; / = no result given. Compounds were not picked by outcome; overall some 2.1% were active at least once.

[1] CCc1nc2c(OCC3COc4ccccc4O3)cccn2c1N(C)C(=O)c1cccc(OC)c1 (stereo unspecified)
[2] C#CCN(Cc1cccc(F)c1)C(=O)c1nnc2c3cc(F)ccc3n(S(=O)(=O)c3ccc(OC)cc3)c2n1
[3] CC(Oc1ccc([N+](=O)[O-])cc1)C(=O)NCC1CCCO1 (stereo unspecified)
[4] CC(C)NC(=O)N(C)C[C@@H]1Oc2ccc(NC(=O)CCC(F)(F)F)cc2CC(=O)N([C@@H](C)CO)C[C@@H]1C
[5] O=C(C[C@@H]1C[C@@H]2c3cc(NC(=O)C4CCOCC4)ccc3O[C@@H]2[C@H](CO)O1)NC1CCCC1
[6] Cc1ccc(S(=O)(=O)N2CCC(C(=O)NCc3cccnc3)CC2)cc1
[7] Cc1cccc(CCN=C(N)NS(=O)(=O)c2ccccc2)c1
[8] Cc1cc(OCCCCOc2ccc(C#N)cc2)ccc1[N+](=O)[O-]
[9] COc1ccccc1-c1cnc(C(O)c2ccc(SC)cc2)[nH]1 (stereo unspecified)
[10] O=C(Nc1ccc2c(c1)[C@H]1C[C@@H](CC(=O)N3CCOCC3)O[C@@H](CO)[C@H]1O2)Nc1ccccc1F
screen / no.	1	2	3	4	5	6	7	8	9	10
PGC1a acetyl inh	8	/	/	2	1	12	5	/	-4	-3
EWS-Fli inh	7	22	3	-1	3	-8	/	-3	-2	0
PAX8 inh HTS	9	2	-4	0	-2	/	-11	19	-18	-4
S100A4 MyoIIA	1	7	-1	-11	-24	-38	7	1	0	0
LGR2 antag	-16	-8	-10	1	3	19	10	-1	3	-1
FN deposition inh	7	6	/	/	15	/	-6	-2	3	/
ERAP1 inh	-1	-2	1	3	1	-3	-1	4	1	-1
PglD DTNB	-5	/	5	4	-2	0	-2	/	-3	0

[11] C[C@@H]1CN([C@H](C)CO)C(=O)c2cc(NS(=O)(=O)c3cccs3)ccc2O[C@H]1CN(C)Cc1ccncc1
[12] C[C@@H]1CN([C@@H](C)CO)C(=O)c2cc(C3=CCCCC3)cnc2O[C@@H]1CN(C)C(=O)c1ccncc1
[13] Cc1nc(Nc2ccccc2Cl)sc1C(=O)Nc1ccccc1
[14] Cc1noc(C)c1NC(=O)N(C)C[C@@H]1OCCCC[C@@H](C)Oc2ccc(NC(=O)Nc3ccccc3)cc2C(=O)N([C@H](C)CO)C[C@H]1C
[15] CC(=N)C1=C(O)CC(c2ccccc2)CC1=O (stereo unspecified)
[16] CCc1noc(C)c1C(=O)NC1CCCc2c1cnn2-c1ccc(C(C)(C)C)cc1 (stereo unspecified)
[17] CCOC(=O)C(=O)N/N=C(/c1ccccc1)c1ccc(OC)cc1
[18] COCC#Cc1ccc2c(c1)O[C@H](CN(C)Cc1ccccc1F)[C@@H](C)CN([C@H](C)CO)S2(=O)=O
[19] Clc1cccc(-c2nc3c4ccccc4ccn3c2CC2CCCCC2)c1
[20] O=C(Nc1ccccc1F)C(=O)Nc1cccc2ccccc12
screen / no.	11	12	13	14	15	16	17	18	19	20
PGC1a acetyl inh	-1	12	/	-7	-2	2	3	-16	-10	25
EWS-Fli inh	-6	1	-41	-4	-8	/	0	13	5	-98
PAX8 inh HTS	/	/	-42	5	-2	-24	5	/	28	-103
S100A4 MyoIIA	31	1	-16	/	-1	-4	-10	1	-6	-3
LGR2 antag	2	6	-28	-13	-10	1	1	0	-32	-35
FN deposition inh	/	/	-12	/	1	-22	10	/	0	4
ERAP1 inh	/	3	1	/	-5	0	3	-4	-1	1
PglD DTNB	-1	5	-4	-2	-7	-4	-5	1	-2	-8

[21] C=CCNC(=O)c1c(CSc2ccccc2)noc1C(=O)NCc1ccccc1
[22] C[C@@H]1CN([C@@H](C)CO)C(=O)c2cccc(NC(=O)c3cnccn3)c2O[C@H]1CN(C)S(=O)(=O)c1cccs1
[23] Cc1ccc(S(=O)(=O)N(C)C[C@@H]2OCCCC[C@@H](C)Oc3ccc(NC(=O)NC(C)C)cc3C(=O)N([C@@H](C)CO)C[C@@H]2C)cc1
[24] O=C(c1cnccn1)N1CC(=O)N2[C@H](CO)[C@H](c3ccc(/C=C/c4ccccc4)cc3)[C@@H]2C1
[25] Cc1ccc(NC(=O)CNC(c2ccccc2)c2ccccc2)c(F)c1
[26] COc1ccccc1NC(=O)N[C@@H]1CC[C@H](CCNS(=O)(=O)c2ccc(C)cc2)O[C@H]1CO
[27] CCCCN(C(=O)c1ccc(N2CCCC2=O)cc1)c1c(N)n(CCCC)c(=O)[nH]c1=O
[28] CCC(C)NC(=O)CSc1nc2c(sc3ccccc32)c(=O)n1CCCN1CCOCC1 (stereo unspecified)
[29] NC(Cc1ccc(F)cc1)c1csc(Nc2ccc(C(=O)NCCCO)cn2)n1 (stereo unspecified)
[30] CCn1c(=O)n(CC)c2cc(N3CCCC3)c(NC(=O)c3ccccc3C)cc21
screen / no.	21	22	23	24	25	26	27	28	29	30
PGC1a acetyl inh	0	9	10	-4	1	/	/	/	-25	-8
EWS-Fli inh	8	-8	-3	2	23	-5	3	/	-12	1
PAX8 inh HTS	-6	/	-34	4	16	-2	8	/	27	10
S100A4 MyoIIA	-1	-12	-11	-9	-1	1	-4	0	-5	1
LGR2 antag	7	-8	-2	-15	-5	10	3	7	-3	-10
FN deposition inh	1	8	-2	-12	-2	/	-5	3	4	-18
ERAP1 inh	-5	1	1	0	2	-1	4	2	2	-2
PglD DTNB	-7	-2	-1	/	/	/	/	0	1	1

[31] O=c1[nH]c(=O)n(-c2cc(Br)c(O)c(Br)c2)cc1Br
[32] Cc1cccc(C)c1-n1nnnc1C1c2ccccc2C(=O)N1CCOc1ccccc1 (stereo unspecified)
[33] C[C@H]1CN([C@@H](C)CO)C(=O)c2cccc(NC(=O)c3nc4ccccc4s3)c2O[C@H]1CN(C)CC1CC1
[34] O=C(Nc1ccc(F)cc1)C1C2CCC3C(CCC21)C3(Cl)Cl (stereo unspecified)
[35] CC(C)CC#Cc1cnc2c(c1)C(=O)N([C@@H](C)CO)C[C@H](C)[C@H](CN(C)C(=O)Cc1ccncc1)O2
[36] CCOC(=O)/C(C#N)=C/c1c(Oc2cc(C)cc(C)c2)nc2ccccn2c1=O
[37] COc1ccccc1CCNC(=O)CCn1nc(C)c2c(C)n(-c3ccccc3)nc2c1=O
[38] CN(C)CC(=O)Nc1ccc2c(c1)[C@H]1C[C@H](CC(=O)N3CCCCC3)O[C@H](CO)[C@H]1O2
[39] CN1CCN(c2ccccc2NC(=O)c2ccc3c(c2)OCCO3)CC1
[40] C[C@H]1CN([C@@H](C)CO)S(=O)(=O)c2ccc(/C=C/c3ccccc3)cc2O[C@H]1CN(C)C(=O)CN1CCOCC1
screen / no.	31	32	33	34	35	36	37	38	39	40
PGC1a acetyl inh	0	/	14	2	-4	/	-1	-10	/	10
EWS-Fli inh	-13	-23	-7	-11	-3	/	/	0	-10	-17
PAX8 inh HTS	1	9	7	24	-2	14	1	4	-15	-9
S100A4 MyoIIA	-2	-6	3	-1	2	/	2	-5	-3	/
LGR2 antag	20	-32	9	11	-9	7	-8	-1	20	5
FN deposition inh	-2	5	/	4	/	0	2	/	3	/
ERAP1 inh	2	/	0	-2	1	/	-1	1	-2	/
PglD DTNB	1	/	4	-5	1	4	6	-1	-3	/

Random excerpt: six entries already listed, in no set order.
[36] CCOC(=O)/C(C#N)=C/c1c(Oc2cc(C)cc(C)c2)nc2ccccn2c1=O
[34] O=C(Nc1ccc(F)cc1)C1C2CCC3C(CCC21)C3(Cl)Cl (stereo unspecified)
[39] CN1CCN(c2ccccc2NC(=O)c2ccc3c(c2)OCCO3)CC1
[40] C[C@H]1CN([C@@H](C)CO)S(=O)(=O)c2ccc(/C=C/c3ccccc3)cc2O[C@H]1CN(C)C(=O)CN1CCOCC1
[35] CC(C)CC#Cc1cnc2c(c1)C(=O)N([C@@H](C)CO)C[C@H](C)[C@H](CN(C)C(=O)Cc1ccncc1)O2
[31] O=c1[nH]c(=O)n(-c2cc(Br)c(O)c(Br)c2)cc1Br
screen / no.	36	34	39	40	35	31
PGC1a acetyl inh	/	2	/	10	-4	0
EWS-Fli inh	/	-11	-10	-17	-3	-13
PAX8 inh HTS	14	24	-15	-9	-2	1
S100A4 MyoIIA	/	-1	-3	/	2	-2
LGR2 antag	7	11	20	5	-9	20
FN deposition inh	0	4	3	/	/	-2
ERAP1 inh	/	-2	-2	/	1	2
PglD DTNB	4	-5	-3	/	1	1

Later entries:
[41] O=C(Nc1cc(S(=O)(=O)N2CCOCC2)ccc1N1CCCC1)c1ccc(Cl)cc1
[42] C[C@@H]1CN([C@H](C)CO)C(=O)c2cc(C#Cc3ccccn3)cnc2O[C@H]1CN(C)CC1CCCC1
[43] CCCNC(=O)Nc1ccc2c(c1)C(=O)N(C)C[C@@H](OC)[C@H](C)CN(C(=O)CC)[C@H](C)CO2
[44] COc1ccc2c3c(n(C)c2c1)[C@H](CO)N(C)CC31CN(C(=O)NC(C)C)C1
[45] C[C@H](CO)N1C[C@H](C)[C@@H](CN(C)S(=O)(=O)c2ccc(Cl)cc2)Oc2ccc(NC(=O)c3ccncc3)cc2CC1=O
[46] Nc1nonc1-n1nnc(C(=O)N/N=C/c2ccc(O)cc2)c1CN1CCCCCC1
[47] O=C(NCCCn1ccnc1)c1cc2ccccc2o1
[48] C[C@H](CO)N1C[C@H](C)[C@H](CN(C)Cc2ccncc2)Oc2ncc(-c3cccc(C#N)c3)cc2C1=O
[49] Cc1cc(NC(=O)CCS(=O)(=O)c2ccc(F)cc2)no1
[50] COc1ccc(OC)c(NC(=O)C2(C)CCN2Cc2ccc(OC)c3ccccc23)c1 (stereo unspecified)
screen / no.	41	42	43	44	45	46	47	48	49	50
PGC1a acetyl inh	/	1	4	-4	0	0	2	2	-11	-12
EWS-Fli inh	6	4	12	-3	2	-4	1	4	2	3
PAX8 inh HTS	13	4	-11	/	11	9	-14	/	-3	5
S100A4 MyoIIA	14	/	/	8	-7	0	4	24	2	4
LGR2 antag	7	-2	1	5	-5	20	10	-7	11	-7
FN deposition inh	/	-3	8	/	/	12	3	8	-8	10
ERAP1 inh	-1	/	/	3	-3	0	/	1	4	-4
PglD DTNB	4	/	2	/	-5	-1	-3	2	-3	-2

[51] CN1/C(=C\C=N\NC(=O)c2ccc(O)cc2)C(C)(C)c2ccccc21
[52] O=C(CCc1nnc(-c2ccsc2)o1)N1CCCCC1CCn1ccnc1 (stereo unspecified)
[53] C[C@H](CO)N1C[C@H](C)[C@H](CN(C)C(=O)Cc2ccccc2)Oc2ncc(-c3ccccc3)cc2C1=O
[54] C#CCNC(=O)C[C@@H]1C[C@@]2(C(=O)OCC)CCC=C2N(CCC2=CCCCC2)C1=O
[55] CCOC(=O)c1c(C)n(-c2ccc(F)cc2)c2ccc(O)cc12
[56] CCC(=O)N1C[C@H](C)[C@H](OC)CN(C)C(=O)c2ccc(NC(=O)c3cnccn3)cc2OC[C@H]1C
screen / no.	51	52	53	54	55	56
PGC1a acetyl inh	/	21	-17	/	3	6
EWS-Fli inh	/	-6	-9	-18	/	3
PAX8 inh HTS	19	-14	/	-7	/	-3
S100A4 MyoIIA	/	-3	12	-9	3	-5
LGR2 antag	3	12	-1	-5	-3	17
FN deposition inh	2	6	/	/	/	18
ERAP1 inh	/	-6	2	/	-6	2
PglD DTNB	-8	-5	-5	/	7	3
